Source: PubChem BioAssay
CHO-K1 Ca antag – nonselective inhibitor or artifact in parental CHO-K1 cells; AID 602250; ATP-induced calcium, Fluo-8 fluorescence; inhibition, % at 3 µM; hit rate 0.6% among 360,000;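 active means inhibition above a per-plate cutoff, the plate's mean sample inhibition plus 3 SD, cut at about 24% in these data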;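 further: 0% = DMSO plus EC80 ATP and 100% = DMSO alone without ATP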
CHRM1 agonist – human M1 muscarinic receptor agonism; P11229; CHO-K1 hM1, Fluo-8 calcium fluorescence, agonist mode; 0% DMSO, 100% acetylcholine EC100; activation, % at 3 µM; hit rate 0.33% among 360,000; AID 588814;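 active means activation above the run's mean compound activation plus 3 SD, cut at about 16% in these data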;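 further: peak over basal fluorescence ratio within a 140 s kinetic read after compound addition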
M1 antag – blocks human M1 muscarinic receptor | P11229 | CHO-K1 hM1, Fluo-8 calcium fluorescence, ACh EC80 antagonist | inhibition, % at 3 µM | hit rate 1.3% among 360,000 | AID 588852;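 active means percent inhibition above its own plate's cutoff, namely the mean of that plate's compound wells plus 3 SD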;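 further: peak over basal fluorescence ratio during 140 s after agonist addition; 0% = ACh EC80 plus DMSO and 100% = DMSO alone without agonist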
CHRM4 antagonist – blocks acetylcholine activation of human M4 receptor. P08173. CHO-hM4 cells, ACh EC80, Fluo-8 calcium fluorescence. inhibition, % at 3 µM. hit rate 0.73% among 360,000;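 active means inhibition above its plate's cutoff, the mean inhibition of sample wells plus 3 SD, cut at about 27% in these data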;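 further: 0% = acetylcholine EC80 with DMSO and 100% = DMSO without agonist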
Target sequence (P08173 whole entry, looked up): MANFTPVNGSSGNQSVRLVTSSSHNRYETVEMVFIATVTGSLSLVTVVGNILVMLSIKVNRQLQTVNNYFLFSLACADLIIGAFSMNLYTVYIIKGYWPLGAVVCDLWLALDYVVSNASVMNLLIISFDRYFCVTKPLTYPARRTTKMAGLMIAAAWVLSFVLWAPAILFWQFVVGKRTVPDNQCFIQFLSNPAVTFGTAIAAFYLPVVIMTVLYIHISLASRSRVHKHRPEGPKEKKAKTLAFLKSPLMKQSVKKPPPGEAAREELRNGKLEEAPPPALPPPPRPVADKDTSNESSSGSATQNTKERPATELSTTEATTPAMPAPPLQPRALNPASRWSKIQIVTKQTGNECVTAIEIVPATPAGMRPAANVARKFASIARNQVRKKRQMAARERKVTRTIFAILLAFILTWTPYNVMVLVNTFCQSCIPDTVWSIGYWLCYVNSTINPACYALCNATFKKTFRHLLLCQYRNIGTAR
CHRM1 PAM – positive allosteric modulators of human M1 muscarinic receptor; CHO-K1 hM1, Fluo-8 calcium fluorescence, ACh EC20; 0% = ACh EC20, 100% = maximal ACh; activation, % at 3 µM; hit rate 0.088% among 360,000; AID 588819; in the data active means activation above about 19%, passing the limit was not always enough
CHO parental Ca – signal in parental CHO cells, OX1R antagonist counter-screen; AID 463079; hit rate 0.63% among 330,000; inhibition, % at 5.6 µM; parental CHO-K1, ATP-induced calcium, Fluo-8 fluorescence;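 active means inhibition above that plate's mean sample inhibition plus 3 SD, cut at about 26% in these data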;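 further: 0% = ATP-challenged DMSO wells and 100% = DMSO wells without ATP; some compounds past the cut are filed as inactive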
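Assay system – parental CHO cells · Reagent – ATP stimulus · Detection – intracellular calcium via Fluo-8 no-wash fluorescent dye · Evaluation – percent inhibition of ATP-evoked calcium rise, normalized to controls · Controls – ATP wells versus no-ATP DMSO wells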
OXTR potentiator – potentiators of human oxytocin receptor; hit rate 0.061% among 320,000; activation, % at 3 µM; P30559; CHO-OTR cells, Fluo-8 calcium fluorescence, potentiator mode; 0% = oxytocin EC15, 100% = EC100;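 active means activation above that plate's cutoff, the mean activation of tested compounds plus 3 SD, cut at about 6.6% in these data, passing the limit was not always enough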;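 further: 100% uses oxytocin at 75 nM as the full agonist control; some results filed as inactive read as strong as hits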
Target sequence (P30559 whole entry, looked up): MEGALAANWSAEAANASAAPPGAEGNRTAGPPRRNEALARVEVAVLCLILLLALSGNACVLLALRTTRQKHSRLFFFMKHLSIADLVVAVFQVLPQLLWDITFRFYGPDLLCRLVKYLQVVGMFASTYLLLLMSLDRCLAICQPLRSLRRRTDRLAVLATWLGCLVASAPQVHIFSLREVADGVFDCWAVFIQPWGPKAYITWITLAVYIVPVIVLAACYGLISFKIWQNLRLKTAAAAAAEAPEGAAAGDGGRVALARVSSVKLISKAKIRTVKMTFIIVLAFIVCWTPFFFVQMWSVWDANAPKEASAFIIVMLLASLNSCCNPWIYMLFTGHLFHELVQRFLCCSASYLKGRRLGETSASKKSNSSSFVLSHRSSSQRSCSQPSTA
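assay system = CHO-OTR cells, human receptor | schedule = compound 6 min at room temperature before oxytocin, 100 s read | detection = Fluo-8 intracellular calcium fluorescence, ex 470-495, em 515-575 nm | evaluation = normalized max/min fluorescence ratio, % activation | control set = EC15 oxytocin alone as 0%, 75 nM oxytocin (EC100) as 100%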
M1 ag parental – M1 agonist counterscreen hit in parental CHO-K1 cells; Fluo-8 calcium fluorescence; scaled to maximal ATP response, vehicle zero; hit rate 0.48% among 360,000; activation, % at 3 µM; in the data active means activation above about 15%;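 further: untransfected CHO-K1 host cells lacking M1 receptor as counterscreen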
CHRM4 agonist – CHRM4 agonism in calcium assay; activation, % at 3 µM; CHO-K1 hM4/Gqi5, Fluo-8 calcium fluorescence; vehicle 0%, full acetylcholine response 100%; AID 624127; hit rate 0.14% among 360,000; P08173;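 active means activation above the run mean over all test wells plus 3 SD, cut at about 32% in these data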;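 further: peak over basal fluorescence ratio per well then scaled between controls; 0% = DMSO wells and 100% = acetylcholine at EC100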
Active calls of the source: *; / = not tested or not shown.

SMILES | CHO-K1 Ca antag | CHRM1 agonist | M1 antag | CHRM4 antagonist | CHRM1 PAM | CHO parental Ca | OXTR potentiator | M1 ag parental | CHRM4 agonist
Cc1ccc(C(=O)COC(=O)CCN2C(=O)C3C4CCC(C4)C3C2=O)cc1[N+](=O)[O-] (stereo not given) | -8.1 | -1.3 | 3.3 | 3.9 | -1.9 | -18.8 | -7.0 | 7.5 | 7.2
CCOC(=O)C1=C(C)Nc2ccccc2N=C1NC(=O)c1cccc(S(=O)(=O)N(C)C)c1 | 1.6 | -5.4 | 9.4 | 0.4 | -6.9 | -11.8 | -1.4 | 0.8 | 1.9
O=C(COC(=O)C1CCN(S(=O)(=O)c2cccs2)CC1)NCc1ccc(F)cc1 | -5.3 | 0.0 | -2.4 | 6.7 | 16.6 | 1.7 | -3.0 | 2.1 | 5.4
CC(=O)Nc1ccc(C(=O)OCC(=O)NCc2ccc3c(c2)OCO3)cc1 | -6.5 | -2.3 | 0.7 | -9.7 | -5.2 | -13.4 | -1.3 | 0.1 | 1.7
O=C(c1ccc(Br)o1)N1CCN(Cc2ccc3c(c2)OCO3)CC1 | -3.5 | -4.5 | 8.0 | 3.5 | 4.8 | -3.7 | -1.1 | 1.0 | 1.4
CCCOc1ccc(C(C)(O)CN2CCOCC2)cc1 (stereo not given) | -3.6 | -9.0 | -28.2 | -4.3 | -0.7 | 3.1 | -10.2 | 0.2 | 0.6
C/C(=N\NC(N)=O)c1cc(Cl)cc(Cl)c1O | -9.6 | -2.8 | -3.7 | 8.5 | 1.4 | 1.7 | -6.9 | 0.7 | 0.2
Cc1ccc(C(=O)N2[C@@H]3CN(C)C(=O)[C@@]2(C)[C@H]2C(=O)N(C)C(=O)[C@@H]32)cc1 | -8.1 | -2.5 | 2.9 | -4.4 | 11.1 | / | / | 2.1 | 3.9
C=CCOC(=O)C1C(=O)CC(C)(O)C(C(=O)OCC=C)C1c1ccc(N(C)C)cc1 (stereo not given) | -14.5 | -1.9 | 6.5 | 4.9 | -1.2 | -12.6 | -4.1 | 2.5 | 5.0
COc1ccc(OC)c(-c2nnc3n2N=C(c2ccc(OC)c(OC)c2)CS3)c1 | -9.4 | -9.3 | -2.2 | 1.9 | 4.3 | -17.6 | 1.4 | -0.1 | 2.4
CCOC(=O)c1cnn(-c2ncnc3sc(C)c(C)c23)c1N | -8.7 | -4.0 | -7.5 | 2.0 | 3.7 | -6.3 | -7.7 | 0.0 | 0.5
CCNc1nc(NCC)n2c(SCC(=O)Nc3ccc(NC(C)=O)cc3)nnc2n1 | -12.0 | -2.8 | -23.8 | -15.9 | 6.4 | -3.5 | -4.7 | 0.4 | 0.3
Nc1cc(=O)[nH]c(=S)n1-c1cccc(C(F)(F)F)c1 | 1.3 | 0.1 | -6.2 | -1.9 | 2.8 | -1.5 | -0.4 | 0.5 | 1.0
COC(=O)C(NNc1ccccc1)(NC(=O)c1cccc(F)c1)C(F)(F)F (stereo not given) | -8.1 | -2.6 | -11.3 | -2.9 | 6.7 | 4.9 | -14.6 | 0.3 | 0.3
CC1CCCCN1S(=O)(=O)Cc1ccccc1Cl (stereo not given) | -12.2 | -3.6 | -9.0 | 3.8 | 5.2 | / | / | -0.2 | -0.5
c1ccc2ccccc2c1 | -20.5 | 0.1 | -15.7 | -5.6 | 7.0 | -8.8 | 1.1 | 0.2 | 1.6
O=C(OCCN1CCOCC1)c1cccs1 | -8.7 | -2.7 | 3.0 | 4.6 | -0.3 | 4.1 | -9.1 | 0.5 | 0.4
O=C(COC(=O)c1ccc(S(=O)(=O)N2CCCCCC2)cc1)NCc1ccc(F)cc1 | -7.2 | -2.8 | -16.5 | -6.5 | 6.8 | / | / | 0.2 | 0.1
O=[N+]([O-])c1cccc(/C([O-])=C(/C(=S)Nc2ccccc2)[n+]2ccccc2)c1 | 5.7 | -7.5 | 4.0 | 4.0 | -14.7 | -8.4 | -12.6 | -0.3 | 0.9
O=C1c2nc3ccccn3c2C(=O)N1Cc1ccccc1 | -13.2 | -6.0 | -9.4 | -1.0 | 7.3 | -5.7 | -6.3 | 1.0 | 2.5
CO/N=C/CC(=O)Nc1ccc(F)cc1F | -24.6 | -1.6 | -30.1 | -3.2 | 2.8 | -9.8 | 1.5 | 0.1 | 0.6
CCS(=O)(=O)Nc1ccc(C2=NN(C(=O)c3ccco3)C(c3ccc(Cl)o3)C2)cc1 (stereo not given) | -15.8 | -3.8 | -13.2 | 0.1 | 5.8 | -13.3 | -0.8 | 0.9 | 2.5
Cc1ccc(Cn2ccc(NC(=O)c3nc4ncccn4n3)n2)cc1 | -1.5 | -3.6 | -5.0 | 7.2 | 6.3 | -11.2 | -17.7 | 0.5 | 0.4
Cc1cccc(NC(=O)CNC(=O)c2cc(C3CC3)nn2-c2ccccc2)c1C | -3.9 | -8.5 | -13.3 | -17.1 | 6.2 | / | / | -0.7 | 1.8
O=C(Nc1ncc(Cc2cccc(Cl)c2)s1)C1=NCCN1 | 6.5 | -6.9 | -6.0 | 8.1 | 2.4 | -11.5 | -4.5 | 0.6 | 1.3
O=c1[nH]c2cc(Cl)cc([N+](=O)[O-])c2c2ccc(Cl)cc12 | -10.6 | -3.9 | -4.5 | -5.3 | 2.0 | / | / | 1.4 | 0.3
O=C(NCC1CC1)Nc1cccc(C(F)(F)F)c1 | -11.2 | -2.1 | -5.9 | -15.5 | -4.9 | / | / | 6.1 | 9.6
CC(C)(C)N(Cc1ccccc1)C(=O)CN1C(=O)c2ccccc2S1(=O)=O | -12.1 | -1.3 | 1.0 | -5.7 | -1.3 | -10.2 | -4.6 | 0.3 | 3.7
CCOC(=O)N1CCN(C(=O)c2c[nH]c3ccc(S(=O)(=O)N(C)c4ccc(F)cc4)cc3c2=O)CC1 | -5.2 | -3.6 | 4.5 | -2.9 | 5.4 | -15.8 | -2.4 | 0.9 | 0.5
Cc1cn(C2CCCCO2)c(=O)[nH]c1=O (stereo not given) | -16.2 | -1.7 | -14.1 | -12.8 | 5.2 | / | / | 1.0 | 0.4
O=C(Nc1ccc(Br)cc1)C1CC(c2c(F)cccc2Cl)=NO1 (stereo not given) | 5.1 | 0.9 | -4.2 | -6.0 | 6.5 | 9.7 | -12.1 | 3.8 | 9.2
COc1ccc(N(CC(=O)Nc2ccccc2F)S(=O)(=O)c2ccc(OC)c(OC)c2)cc1 | -3.8 | -3.5 | -6.3 | -15.4 | 4.6 | -22.2 | -23.9 | 4.0 | 10.9
Cc1cc(C)c2c(=O)n(CC(=O)Nc3ccc(Br)c(C)c3)sc2n1 | -1.2 | 0.5 | -5.2 | 6.5 | 7.2 | -2.4 | -11.8 | 0.8 | 2.0
CN(C)c1ccc(CNCCC(Cc2ccccc2)c2ccco2)cc1 (stereo not given) | 2.0 | 0.8 | 16.6 | 2.7 | -15.0 | -3.8 | -5.6 | 12.0 | 17.0
O=C(/C=C/c1ccc(F)cc1)NC(=S)N1CCCCC1c1cccnc1 (stereo not given) | -6.7 | -9.2 | -5.5 | -2.1 | -2.2 | -34.3 | -8.6 | -0.3 | 0.8
COc1ccc(-c2nc(CN(CC3CCC(=O)N3)C(C)C)c(C)o2)c(C)c1C (stereo not given) | -0.3 | -13.0 | -15.2 | -5.7 | 5.3 | -20.1 | 1.3 | 0.9 | 1.4
O=c1c2c(-c3ccc([N+](=O)[O-])cc3)csc2nc2n1CCCCC2 | -16.0 | -5.8 | -10.9 | -7.0 | 9.4 | -23.6 | 6.8 | 2.2 | 3.5
Cc1ccc2nc(N3CCN(C(=O)c4ccco4)CC3)c3nncn3c2c1 | -3.7 | -0.1 | 7.7 | -8.6 | 2.9 | 5.5 | -19.5 | 0.5 | 2.4
COc1ccc(NC(=O)c2nn(C)c3c2CS(=O)(=O)c2ccccc2-3)cc1 | 2.1 | -1.1 | -0.5 | 4.9 | -0.4 | -1.2 | -1.9 | 3.4 | 11.0
CCCCN(C(=O)C1=NN(c2cc(C)ccc2C)C(=O)CC1)c1c(N)n(CCC)c(=O)[nH]c1=O | -9.1 | -3.2 | -8.5 | -2.8 | 7.9 | -28.4 | 0.9 | -0.3 | 0.4
COc1ccc(C=NNC(=S)NC23CC4CC(CC(C4)C2)C3)cc1OC | 6.9 | -3.9 | -6.5 | 6.1 | -1.2 | / | / | 1.4 | 0.6
O=C(NCc1ccc2c(c1)OCO2)C1CC(=O)N(c2ccc(O)cc2)C1 (stereo not given) | 12.6 | -0.1 | -14.6 | -5.2 | 7.6 | 13.1 | -7.3 | 0.8 | 1.9
CN(C)CCCOC(=O)c1sc2ccccc2c1Cl | -0.7 | -5.0 | -2.5 | -2.0 | 3.8 | -15.5 | -9.4 | 0.7 | 2.3
COc1cc(C(=O)NCCCNc2nc3cc(C)c(C)cc3cc2C#N)cc(OC)c1OC | -0.6 | -5.1 | -4.8 | -2.8 | 6.6 | -20.6 | -3.1 | -0.4 | 0.8
O=C(NCc1ccco1)c1ccc(S(=O)(=O)c2cccc(S(=O)(=O)N3CCOCC3)c2)cc1 | -2.2 | -6.5 | 2.8 | 11.3 | -6.5 | -19.8 | -5.6 | 0.7 | 1.6
O/N=C/c1cc(Br)ccc1OCc1ccc(F)cc1 | -3.6 | -4.0 | 6.2 | -7.6 | -13.8 | -2.2 | -5.6 | -0.2 | -1.3
N#Cc1ccc(C(=O)NC(=S)NC2CCCCC2)cc1 | -15.5 | -6.3 | -7.3 | -8.8 | 5.6 | -16.1 | -3.1 | -0.7 | -1.5
O=C(NNc1ccc([N+](=O)[O-])cn1)Nc1ccc(N=Nc2ccccc2)cc1 | -9.4 | 3.5 | -1.6 | -6.7 | 3.5 | / | / | 1.2 | 2.4

Structures from the list above with two or more sulfur atoms (2):
SMILES | CHO-K1 Ca antag | CHRM1 agonist | M1 antag | CHRM4 antagonist | CHRM1 PAM | CHO parental Ca | OXTR potentiator | M1 ag parental | CHRM4 agonist
O=C(COC(=O)C1CCN(S(=O)(=O)c2cccs2)CC1)NCc1ccc(F)cc1 | -5.3 | 0.0 | -2.4 | 6.7 | 16.6 | 1.7 | -3.0 | 2.1 | 5.4
O=C(NCc1ccco1)c1ccc(S(=O)(=O)c2cccc(S(=O)(=O)N3CCOCC3)c2)cc1 | -2.2 | -6.5 | 2.8 | 11.3 | -6.5 | -19.8 | -5.6 | 0.7 | 1.6

(continued)
SMILES | CHO-K1 Ca antag | CHRM1 agonist | M1 antag | CHRM4 antagonist | CHRM1 PAM | CHO parental Ca | OXTR potentiator | M1 ag parental | CHRM4 agonist
Cc1ccc2cc3cc(C(=O)NC4CC4)oc3nc2c1 | -21.1 | -0.4 | -11.3 | -6.1 | 5.4 | -9.3 | -2.7 | 2.7 | 2.5
Cc1cn([C@H]2C[C@H](O)[C@@H](CNCc3ccccc3)O2)c(=O)[nH]c1=O | -1.1 | -3.0 | 4.7 | -7.5 | -3.7 | / | / | -0.3 | -0.1
CC(NC(=O)Cn1ncc(Cl)c(Cl)c1=O)C12CC3CC(CC(C3)C1)C2 (stereo not given) | -3.9 | -5.0 | -0.3 | -2.5 | 4.7 | 11.5 | 0.0 | 0.0 | 0.7
O=C(c1cc([N+](=O)[O-])ccc1N1CCOCC1)N1CCN(S(=O)(=O)c2cc(Cl)ccc2Cl)CC1 | -6.2 | -7.3 | 6.2 | 13.3 | -4.6 | -21.5 | -7.3 | 1.0 | 0.0
